Bioassay records: PubChem, several laboratories
CSM14.1 death rescue = protection against thapsigargin-triggered cell killing – 384-well, CSM14.1, ATP luminescence, primary screen (AID 1222). CSM14.1 thapsigargin-induced death rescue, ATP luminescence; higher % means a stronger effect. cellular ATP content (survival), % at 20 µM, or EC50 in µM where a hit was titrated. 190,000 tested, under 10 active;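 active means EC50 below 50 µM in the dose-response confirmation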;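 further: death triggered by thapsigargin at about 15 µM added after 2 h compound pretreatment; cell ATP read after overnight thapsigargin exposure of roughly 18 to 22 hours; normalized against plate controls of thapsigargin alone and 5% DMSO vehicle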
M17LAP inhibition = P. falciparum M17LAP inhibitors, primary screen, biochemical, fluorogenic H-Leu-NHMec substrate, 1536-well (AID 1619) | recombinant M17LAP, H-Leu-NHMec fluorogenic kinetic assay; higher % means a stronger effect | inhibition, % at 30 µM, or IC50 in µM where a hit was titrated | hit rate 0.38% among 220,000;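 active means compound inhibiting the enzyme by more than half at any dose during confirmatory dose-response retesting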;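 further: plate controls were full reaction with DMSO carrier for no effect and no enzyme background for full effect; strong numbers were not always called active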
human PMI inhibition = inhibitors of human PMI, primary screen, biochemical, fluorescence intensity, coupled assay (AID 1209). one-dose inhibition, % at 20 µM; IC50 in µM for titrated hits. hit rate 0.42% among 190,000. purified PMI enzyme, coupled fluorescence intensity; higher % means a stronger effect;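 further: plate controls were DMSO vehicle for no effect and wells lacking substrate for full effect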
LYP phosphatase = PTPN22 lymphoid phosphatase activity blockers – biochemical, fluorescence intensity, uHTS (AID 1779) | recombinant LYP phosphatase, fluorescence intensity; higher % means a stronger effect | inhibition, % at 11.5 µM, or IC50 in µM where a hit was titrated | hit rate 0.054% among 290,000;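 further: plate controls were vehicle with enzyme for no effect and no enzyme for full effect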
M1AAP inhibition = malaria alanyl aminopeptidase activity blockers – biochemical, fluorogenic H-Leu-NHMec substrate, 1536-well (AID 1445); recombinant M1AAP, H-Leu-NHMec fluorogenic kinetic assay; higher % means a stronger effect; inhibition, % at 30 µM, or IC50 in µM where a hit was titrated; hit rate 0.42% among 220,000;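 active means primary inhibition above the hit cutoff, then over 50% inhibition at one or more dose response concentrations, cut at about 23% in these data, passing the limit was not always enough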;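 further: plate controls were DMSO full reaction for no effect and no enzyme background for full effect; strong numbers were not always called active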
TNAP activators = stimulation of alkaline phosphatase TNAP activity – biochemical, luminescent, no phosphate acceptor, uHTS, primary screen (AID 1001). hit rate 0.03% among 200,000. purified TNAP, luminescent activation assay, no phosphate acceptor; higher activation fold means a stronger effect. one-dose activation fold at 20 µM; EC50 in µM for titrated hits; in the data active means activation fold from about 3, or a potency from the dose series; inactive means the rest, 99 in 100 with activation fold below about 1.6; further: many of its hits are not listed in these tables
XIAP displacement = XIAP antagonists, biochemical, IAP family, fluorescence polarization (AID 1018). displacement, % at 20 µM, or IC50 in µM where a hit was titrated. XIAP BIR domain, fluorescence polarization peptide displacement; higher % means a stronger effect. hit rate 0.007% among 200,000; in the data active means displacement above about 50%; further: a part of the inactive calls stands beside numbers as strong as those of hits
PMI inhibition = human PMI inhibitors, high substrate, primary screen, biochemical, fluorescence intensity, high mannose 6-phosphate (AID 1220); recombinant PMI enzyme, coupled fluorescence intensity; higher % means a stronger effect; inhibition, % at 20 µM, or IC50 in µM where a hit was titrated; hit rate 0.66% among 190,000
Myeloid diff 2 = myeloid differentiation induction; ER-HoxA9 myeloid progenitors, lysozyme-GFP differentiation, flow cytometry; calls only at 10 µM; hit rate 1% among 360,000;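 active means normalized GFP-positive differentiation at or above the plate's own cutoff, the solvent-only control mean plus 3 SD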;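 further: cells exposed to compound for four days before flow analysis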
Myeloid diff 2 GFP+ MAC1+ % = also measured in Myeloid diff 2; calls as there; GFP+ MAC1+ double positive, %; measured here: differentiation confirmed by MAC1 staining
* marks the source's active call; other numbers are inactive results. Unless noted, no stated cut-off is given here; in the data, active means inhibition above about 50%; inactive means the rest. This is a random part of the collection, and some 2.7% of all compounds hit somewhere here.

How did CSCC[C@@H](C(=O)Nc1ccc2c(c1)OCCO2)N1Cc2ccccc2C1=O do in these assays?
CSM14.1 death rescue: -0.3%; M17LAP inhibition: -6.0%; human PMI inhibition: 2.4%; LYP phosphatase: -6.3%; M1AAP inhibition: 4.5%; TNAP activators: 1.2; XIAP displacement: -2.6%; PMI inhibition: 1.4%; Myeloid diff 2: inactive; Myeloid diff 2 GFP+ MAC1+ %: 3.9

How did CSC1=NC(NCCCO)c2c(sc3c2CC(C)(C)OC3)N1 (stereo not drawn) do in these assays?
CSM14.1 death rescue: 1.0%; M17LAP inhibition: -69.0%; human PMI inhibition: -2.5%; LYP phosphatase: -10.9%; M1AAP inhibition: 15.2%; TNAP activators: 1.1; XIAP displacement: -1.9%; PMI inhibition: -8.6%; Myeloid diff 2: inactive; Myeloid diff 2 GFP+ MAC1+ %: 0.7

How did CCC1CCCCN1C(=O)COC(=O)c1cc(Br)ccc1Cl (stereo not drawn) do in these assays?
CSM14.1 death rescue: 3.5%; M17LAP inhibition: -6.2%; human PMI inhibition: 0.6%; LYP phosphatase: -7.9%; M1AAP inhibition: -2.8%; TNAP activators: 1.1; XIAP displacement: -1.1%; PMI inhibition: 3.5%; Myeloid diff 2: inactive; Myeloid diff 2 GFP+ MAC1+ %: 0.9

How did Cc1ccc(OCC(=O)N/N=C/c2cc([N+](=O)[O-])ccc2N2CCCCC2)cc1 do in these assays?
CSM14.1 death rescue: -2.7%; M17LAP inhibition: -0.3%; human PMI inhibition: 7.8%; LYP phosphatase: -4.4%; M1AAP inhibition: 0.6%; TNAP activators: 1; XIAP displacement: -6.2%; PMI inhibition: 11.0%; Myeloid diff 2: inactive; Myeloid diff 2 GFP+ MAC1+ %: 0.3

Results for O=C(Nc1ccccc1)c1ncoc1-c1ccc(Cl)cc1 ?
M17LAP inhibition: -2.4%; LYP phosphatase: -10.5%; M1AAP inhibition: 0.0%; Myeloid diff 2: inactive; Myeloid diff 2 GFP+ MAC1+ %: 0.5

How did CC1=NOC(=O)/C1=C\c1ccc(-c2cc(Cl)ccc2Cl)o1 do in these assays?
CSM14.1 death rescue: 0.0%; M17LAP inhibition: 7.4%; human PMI inhibition: 8.3%; LYP phosphatase: 2.6%; M1AAP inhibition: 4.7%; TNAP activators: 1; XIAP displacement: -6.1%; PMI inhibition: 3.9%; Myeloid diff 2: inactive; Myeloid diff 2 GFP+ MAC1+ %: 0.8

How did Cc1ccc(S(=O)(=O)Nc2cc(C(=O)NCCN3CCCC3)ccc2N2CCCCC2)cc1 do in these assays?
CSM14.1 death rescue: -7.4%; M17LAP inhibition: 11.1%; human PMI inhibition: 4.1%; LYP phosphatase: -11.4%; M1AAP inhibition: 4.1%; TNAP activators: 1; XIAP displacement: -6.9%; PMI inhibition: 12.4%; Myeloid diff 2: inactive; Myeloid diff 2 GFP+ MAC1+ %: 0.7

How did O=C(Cn1nc(Cc2ccncc2)c2ccccc2c1=O)N1CCc2ccccc2C1 do in these assays?
M17LAP inhibition: 6.3%; human PMI inhibition: 6.4%; LYP phosphatase: 2.1%; M1AAP inhibition: 10.3%; TNAP activators: 1; XIAP displacement: -11.9%; PMI inhibition: 3.7%; Myeloid diff 2: inactive; Myeloid diff 2 GFP+ MAC1+ %: 1.9

What do the screens show for `Cc1ccc(SCC(=O)NCc2cccnc2)cc1`?
CSM14.1 death rescue: 2.6%; M17LAP inhibition: 0.3%; human PMI inhibition: 8.1%; LYP phosphatase: -11.0%; M1AAP inhibition: -7.0%; TNAP activators: 1; XIAP displacement: -4.6%; PMI inhibition: 0.1%; Myeloid diff 2: inactive; Myeloid diff 2 GFP+ MAC1+ %: 1.7

What do the screens show for `CCC1=NN2C(=N)/C(=C\c3cccn3-c3ccc(C)c(C)c3)C(=O)N=C2S1`?
M17LAP inhibition: 7.1%; human PMI inhibition: -2.3%; LYP phosphatase: 8.5%; M1AAP inhibition: 9.1%; TNAP activators: 1.1; XIAP displacement: -6.5%; PMI inhibition: -7.6%; Myeloid diff 2: inactive; Myeloid diff 2 GFP+ MAC1+ %: 0.4

How did O=C(CCc1ccc(S(=O)(=O)N2CCOCC2)cc1)OCc1nc2ccccc2s1 do in these assays?
CSM14.1 death rescue: 1.0%; M17LAP inhibition: 22.0%; human PMI inhibition: 3.5%; LYP phosphatase: 1.6%; M1AAP inhibition: 1.3%; TNAP activators: 1; XIAP displacement: -2.9%; PMI inhibition: 3.4%; Myeloid diff 2: inactive; Myeloid diff 2 GFP+ MAC1+ %: 1.2

Results for COC(=O)c1ccc(/C=N/Nc2nc(-c3ccc(C)cc3)cs2)cc1 ?
CSM14.1 death rescue: 1.4%; M17LAP inhibition: 1.0%; human PMI inhibition: -18.6%; LYP phosphatase: -4.0%; M1AAP inhibition: 6.5%; TNAP activators: 1.1; XIAP displacement: -0.8%; PMI inhibition: -33.5%; Myeloid diff 2: inactive; Myeloid diff 2 GFP+ MAC1+ %: 0.6

What do the screens show for `Fc1ccccc1/C=C1\CCCC2=C1NC(=S)NC2c1ccccc1F` (stereo not drawn)?
CSM14.1 death rescue: 0.2%; M17LAP inhibition: -0.5%; human PMI inhibition: -69.0%; LYP phosphatase: 5.8%; M1AAP inhibition: 6.1%; TNAP activators: 1; XIAP displacement: -3.4%; PMI inhibition: -115.2%; Myeloid diff 2: inactive; Myeloid diff 2 GFP+ MAC1+ %: 0.1

Results for COc1ccc(S(=O)(=O)NCCSCc2cccc(C)c2)cc1Br ?
CSM14.1 death rescue: -1.0%; M17LAP inhibition: -9.7%; human PMI inhibition: 11.3%; LYP phosphatase: -3.3%; M1AAP inhibition: 1.5%; TNAP activators: 1; XIAP displacement: -1.6%; PMI inhibition: 5.8%; Myeloid diff 2: inactive; Myeloid diff 2 GFP+ MAC1+ %: 0.6

What do the screens show for `O=C(c1cnn2c(C(F)F)cc(C3CC3)nc12)N1CCc2ccccc2C1`?
CSM14.1 death rescue: 0.9%; M17LAP inhibition: 5.8%; human PMI inhibition: 5.4%; LYP phosphatase: -7.3%; M1AAP inhibition: 9.7%; TNAP activators: 1; XIAP displacement: -2.3%; PMI inhibition: -6.5%; Myeloid diff 2: inactive; Myeloid diff 2 GFP+ MAC1+ %: 0.8

Results for S=C(Nc1ccccc1)Nc1cccc(Cl)c1Cl ?
CSM14.1 death rescue: -0.5%; M17LAP inhibition: 2.0%; human PMI inhibition: 5.9%; LYP phosphatase: -4.1%; M1AAP inhibition: 0.0%; TNAP activators: 0.9; XIAP displacement: -6.2%; PMI inhibition: 3.6%; Myeloid diff 2: inactive; Myeloid diff 2 GFP+ MAC1+ %: 0.6

How did CN1CCN(c2ccc(Cl)cc2NC(=O)C2COc3ccccc3O2)CC1 (stereo not drawn) do in these assays?
CSM14.1 death rescue: -1.5%; M17LAP inhibition: 2.2%; human PMI inhibition: 13.7%; LYP phosphatase: -4.1%; M1AAP inhibition: -1.6%; TNAP activators: 1; XIAP displacement: -12.6%; PMI inhibition: 14.4%; Myeloid diff 2: inactive; Myeloid diff 2 GFP+ MAC1+ %: 0.4

What do the screens show for `CCC(C)(C)n1nnnc1C(c1ccncc1)N1CCC(C)CC1` (stereo not drawn)?
CSM14.1 death rescue: 2.1%; M17LAP inhibition: 8.7%; human PMI inhibition: -4.8%; LYP phosphatase: -1.1%; M1AAP inhibition: 4.5%; TNAP activators: 1.1; XIAP displacement: -1.9%; PMI inhibition: -5.6%; Myeloid diff 2: inactive; Myeloid diff 2 GFP+ MAC1+ %: 2.0

Results for COC(=O)COc1cccc(NC(=O)c2ccccc2)c1 ?
CSM14.1 death rescue: 1.2%; M17LAP inhibition: 8.3%; human PMI inhibition: 5.4%; LYP phosphatase: -4.9%; M1AAP inhibition: 5.2%; TNAP activators: 1.1; XIAP displacement: -5.8%; PMI inhibition: 5.6%; Myeloid diff 2: inactive; Myeloid diff 2 GFP+ MAC1+ %: 0.8

What do the screens show for `O=C1COc2ccc(C(=O)C[n+]3cccc(O)c3)cc2N1`?
M17LAP inhibition: 8.1%; LYP phosphatase: -3.6%; M1AAP inhibition: 0.2%; Myeloid diff 2: inactive; Myeloid diff 2 GFP+ MAC1+ %: 0.6

What do the screens show for `COc1ccccc1OCCSc1ncnc2nc[nH]c12`?
CSM14.1 death rescue: 0.4%; M17LAP inhibition: 20.5%; human PMI inhibition: 1.6%; LYP phosphatase: -8.1%; M1AAP inhibition: -2.1%; TNAP activators: 1.1; XIAP displacement: -3.0%; PMI inhibition: -6.0%; Myeloid diff 2: inactive; Myeloid diff 2 GFP+ MAC1+ %: 0.9

How did Cc1ccc(Nc2nc(-c3cccnc3)nc3ccccc23)cc1 do in these assays?
M17LAP inhibition: -5.6%; LYP phosphatase: 0.8%; M1AAP inhibition: -0.2%; Myeloid diff 2: inactive; Myeloid diff 2 GFP+ MAC1+ %: 0.0

Results for CCOC(=O)C1=NNC(C(=O)c2ccc(C)cc2)C1c1ccc(OC)cc1 (stereo not drawn) ?
CSM14.1 death rescue: 2.3%; M17LAP inhibition: -6.4%; human PMI inhibition: 9.5%; LYP phosphatase: 7.4%; M1AAP inhibition: 6.0%; TNAP activators: 1; XIAP displacement: -2.9%; PMI inhibition: 3.7%; Myeloid diff 2: inactive; Myeloid diff 2 GFP+ MAC1+ %: 1.1

What do the screens show for `O=C(O)c1cc2nc(-c3ccc(F)cc3)cc(C(F)(F)F)n2n1`?
CSM14.1 death rescue: 6.0%; M17LAP inhibition: 6.6%; human PMI inhibition: 26.0%; LYP phosphatase: 3.2%; M1AAP inhibition: 8.2%; TNAP activators: 1.1; XIAP displacement: -6.8%; PMI inhibition: 10.9%; Myeloid diff 2: inactive; Myeloid diff 2 GFP+ MAC1+ %: 0.4

How did Cc1[nH][nH]c(=O)c1C(c1ccc(-c2ccc(C(=O)O)cc2)o1)c1c(C)[nH][nH]c1=O do in these assays?
CSM14.1 death rescue: -1.1%; M17LAP inhibition: 52.5%; human PMI inhibition: -11.5%; LYP phosphatase: -5.9%; M1AAP inhibition: 5.2%; TNAP activators: 0.8; XIAP displacement: -5.7%; PMI inhibition: -6.9%; Myeloid diff 2: inactive; Myeloid diff 2 GFP+ MAC1+ %: 0.7

How did CCOc1cc(S(=O)(=O)N2CCCC2)c(C)cc1C do in these assays?
CSM14.1 death rescue: -1.8%; M17LAP inhibition: 7.9%; human PMI inhibition: 2.3%; LYP phosphatase: -5.4%; M1AAP inhibition: -6.2%; TNAP activators: 1.1; XIAP displacement: -12.1%; PMI inhibition: -4.2%; Myeloid diff 2: inactive; Myeloid diff 2 GFP+ MAC1+ %: 0.3

Results for Cc1cccc(NC(=S)N(Cc2cccs2)Cc2cc3cc(C)ccc3[nH]c2=O)c1 ?
CSM14.1 death rescue: -2.5%; M17LAP inhibition: 14.4%; human PMI inhibition: 13.9%; LYP phosphatase: -8.4%; M1AAP inhibition: -5.3%; TNAP activators: 1.1; XIAP displacement: 0.2%; PMI inhibition: 12.9%; Myeloid diff 2: inactive; Myeloid diff 2 GFP+ MAC1+ %: 0.6
